Screens from PubChem BioAssay.
WRN inhibitor – WRN helicase (human) inhibition; WRN helicase unwinding, fluorescent forked duplex, kinetic; actives 0.46% (n = 360,000); Potency, µM (doses to about 114 µM), without a hit: at the highest dose activity change, negative = inhibition, actives largely listed as inhibitors; Q14191; note: potency is the fitted concentration of half-maximal effect; % is set by controls: 0 for no effect and ±100 for the full control effect; nearly all actives have a fitted effect of over 55% in size
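Kinetic red-fluorescence monitoring (525/598 nm) tracks WRN helicase activity after 100 nM fluorophore-quencher forked duplex and 2 mM ATP are added to 20 nM enzyme pretreated 15 min at room temperature with compound.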
DRD3 agonist – D3 dopamine receptor (human) agonism | P35462 | D3R DiscoveRx beta-arrestin cells, luminescence, 90 min | max activation, % | actives 0.58% (n = 410,000) | AID 652048; in the data active = max activation above about 30%; note: 0% is about no effect; mostly tested at two doses, the higher about 12 µM
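Agonist mode: compounds and dopamine controls were applied to plated cells for 90 min at 37 degrees C after an overnight attachment at 1500 cells/well. Luminescent read-out followed 30 - 60 minutes at room temperature with DiscoveRx detection reagent.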
DRD3 antagonist – antagonists of human D3 dopamine receptor. P35462. D3R cells, DiscoveRx beta-arrestin luminescence, antagonist mode; stronger effect = lower value. max response, negative = inhibition, %. actives 2.5% (n = 360,000). AID 652054; in the data active = max response below about -50%; inconclusive = no clear call, values can overlap the other calls; note: % is set by controls: 0 for no effect and ±100 for the full control effect; mostly tested at two doses, the higher about 12 µM
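Cells plated overnight at 1500 cells/well, then exposed to library compounds with dopamine controls for 90 minutes at 37 degrees C. DiscoveRx reagent added for 30–60 minutes at room temperature; luminescence read, quantitative HTS format.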
IL2 activator – activates IL-2 in a cell-based reporter assay; AID 652025; IL-2 activation reporter assay, cell-based qHTS; stimulated with anti-CD3/CD4/CD28 beads; in transgenic mouse T cells; actives 0.065% (n = 360,000); activation, % (series mostly up to about 46 µM); in the data active = activation above about 50%; inconclusive = mostly about 30% to 49%; note: 0% is about no effect
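Quantitative HTS in unstimulated transgenic mouse T cells, with memory T cells as non-tolerant control and PMA/ionomycin as tolerance-bypass control. Compound pretreatment lasted 60 minutes before 18 h bead stimulation; EGFP/DsRed fluorescence read.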
HEK293 tox – cytotoxic in the GLP-1 receptor inverse agonist counter-screen. HEK293 cAMP-luciferase reporter cells, luminescence, 24 h. Potency, µM (series often up to 38.3 µM), for inactives: at the highest dose activity change, negative = inhibition, hits mostly inhibitors. actives 0.13% (n = 410,000);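 note: loss of luciferase light is scored as toxicity; potency is the fitted concentration of half-maximal effect; % is set by controls: 0 for no effect and ±100 for the full control effect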
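To flag toxic compounds, the library was rerun on cells for 24 hr at 37 deg C and 5% CO2. Viability-linked luminescence was captured 12 min after adding luciferase detection reagent.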
PI5P4Ka inh – blocks human PI5P4K alpha kinase activity; P48426; PI5P4Kalpha enzyme, ADP-Glo luminescence, 60 min; stronger effect = lower value; max response, %; actives 1.2% (n = 330,000); AID 652105; active = max response of -50% or lower; inconclusive = between -30% and -50%; inactive = -30% or higher; note: value at the top dose of about 77 µM; % is set by controls: 0 for no effect and ±100 for the full control effect
Target sequence (P48426 whole entry, looked up): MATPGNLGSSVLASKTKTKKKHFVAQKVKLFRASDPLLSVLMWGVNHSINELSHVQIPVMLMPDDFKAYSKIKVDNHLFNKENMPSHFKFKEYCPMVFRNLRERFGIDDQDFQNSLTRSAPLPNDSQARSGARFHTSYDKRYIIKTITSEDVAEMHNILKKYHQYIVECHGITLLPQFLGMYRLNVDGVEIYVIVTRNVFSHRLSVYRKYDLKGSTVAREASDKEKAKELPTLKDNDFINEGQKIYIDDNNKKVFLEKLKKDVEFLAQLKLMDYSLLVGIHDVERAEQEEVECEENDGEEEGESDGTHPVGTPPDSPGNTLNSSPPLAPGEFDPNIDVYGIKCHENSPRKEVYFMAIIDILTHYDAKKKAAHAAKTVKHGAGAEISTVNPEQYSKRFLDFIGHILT
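Single end-point luminescence (ADP-Glo) quantified ADP from PI5P4Kalpha turnover; ATP 5 microM final, 1 h at RT, 0.1% CHAPS and 0.28 mM EGTA in HEPES pH 7.4.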
GLP-1R agonist – activates the human GLP-1 receptor | Potency, µM (series often up to 45.6 µM), for inactives: at the top dose activation, usual class: activators | HEK293 GLP-1R CRE-luciferase, luminescence, 4-6 h; cells express a hypersensitive GLP-1R form | actives 0.007% (n = 380,000); note: potency is the fitted concentration of half-maximal effect; % of control where 0% means no effect
Target sequence (P43220 whole entry, looked up): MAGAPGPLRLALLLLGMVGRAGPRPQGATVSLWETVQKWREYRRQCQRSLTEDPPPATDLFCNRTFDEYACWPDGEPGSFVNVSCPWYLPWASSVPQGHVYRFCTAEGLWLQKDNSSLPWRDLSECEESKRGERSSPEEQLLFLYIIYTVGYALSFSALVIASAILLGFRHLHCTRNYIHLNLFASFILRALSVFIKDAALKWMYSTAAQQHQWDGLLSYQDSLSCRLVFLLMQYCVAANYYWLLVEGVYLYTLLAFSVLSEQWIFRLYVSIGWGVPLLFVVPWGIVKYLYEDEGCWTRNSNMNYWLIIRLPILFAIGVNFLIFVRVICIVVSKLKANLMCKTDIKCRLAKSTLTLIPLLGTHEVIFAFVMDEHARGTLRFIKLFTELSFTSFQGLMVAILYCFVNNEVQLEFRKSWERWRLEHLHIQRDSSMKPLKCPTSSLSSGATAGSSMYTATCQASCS
PLK1 PBD inh – inhibitors of human PLK1 polo-box domain binding. Plk1 PBD binding of FITC phosphopeptide, fluorescence polarization. P53350. AID 720504. actives 2.8% (n = 360,000). Potency, µM, for the others: max response, negative = inhibition, hits mostly inhibitors; note: potency is the fitted concentration of half-maximal effect; series mostly up to about 57 µM; % is set by controls: 0 for no effect and ±100 for the full control effect; nearly all actives have a fitted effect of over 65% in size
GLP1R inv ag – acts as inverse agonist at human GLP-1 receptor | actives 1.6% (n = 410,000) | AID 624417 | P43220 | Potency, µM (doses to about 38.3 µM), for inactives: top-dose activity change, negative = inhibition, actives largely listed as inhibitors | HEK293 GLP-1R CRE-luciferase, luminescence, 24 h; GLP-1R form is constitutively active; note: potency is the fitted concentration of half-maximal effect; % is set by controls: 0 for no effect and ±100 for the full control effect; nearly all actives have a fitted effect of over 55% in size
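Luminescence readout: a drop in cAMP-driven luciferase signal flags inverse agonism at a constitutively active GLP-1R stably expressed in HEK293. Compound exposure lasted 24 hr at 37 deg C, 5% CO2.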
Numbers without * were called inactive; ? = inconclusive; . = no result given; & = joins results of further samples; [ ] = dose if it differs, or a comment. Unless noted, calls come from the whole dose curve; as a rule, active = well fitted curve in the direction sought with a large enough effect; inconclusive = small, poorly fitted or top-dose-only effect, or another doubt; inactive = no such curve, though single readings can be large; an effect the other way counts as inactive or inconclusive.

1) Cc1cccc(OCC(O)CN2CCN(C3CCCCC3)CC2)c1 (stereo unspecified)
2) Cc1ccc(S(=O)(=O)CCc2nc3ccccc3s2)cc1
3) Cc1ccc(S(=O)(=O)/N=C(/Sc2ccccc2C(=O)O)c2ccccc2)cc1
4) COc1ccccc1Oc1ccc(-c2cnc3ccccc3n2)cc1[N+](=O)[O-]
5) CC1(c2ccccc2)NC(=O)N(CC(=O)N2CCN(S(=O)(=O)c3cccs3)CC2)C1=O (stereo unspecified)
6) CC(C)(C)C(=O)Nc1ccc(C(=O)Nc2cccc(Oc3ccc(C(=O)O)c(C(=O)O)c3)c2)cc1
7) COc1ccc(-c2c(C#N)c(N)nc3c2CCc2ccccc2-3)cc1OC
8) CCn1c(=O)n(CC)c2cc(S(=O)(=O)Nc3c(C)cccc3C)ccc21
Assay by compound	1	2	3	4	5	6	7	8
GLP-1R agonist	-3%	12%	0%	4%	-4%	-7%	-25%	-6%
DRD3 antagonist	12	?	5	1	-8	24	19	-3
PLK1 PBD inh	-14%	24µM*	19µM*	-19%	-7%	-4%	4%	-15%
IL2 activator	1.7	-1.6	-3.5	-0.9	-0.7	0.1	0.0	-3.7
GLP1R inv ag	?	-19%	1%	-7%	-22%	-10%	?	?
WRN inhibitor	5%	-24%	-5%[57.1 µM]	-22%	-6%	-14%	-28%	2%
PI5P4Ka inh	1	5	-3	0	-5	-6	.	-15
HEK293 tox	-25%	5%	-7%	-2%	7%	2%	0%	-8%
DRD3 agonist	-19	6	25	6	3	3	15	-1

9) COC(=O)c1ccc(/C=C/c2c(-c3ccc(OC)cc3)oc3ccccc23)cc1
10) O=C(Cn1c(=O)oc2ccccc21)Nc1ccccc1C(F)(F)F
11) O=[N+]([O-])c1cccc2ncccc12
12) O=C(Oc1ccnc2cc(Cl)ccc12)N1CCOCC1
13) Cc1cccc(Cc2nnc(CCC(=O)NCc3cnc4ccccn34)o2)c1
14) CNc1nc(Cl)nc(Nc2ccccc2)n1
15) CCCCNC(=O)CN1C(=O)C(CC)Oc2ccc(Cl)cc21 (stereo unspecified)
16) O=C(Cn1cnc(S(=O)(=O)N2CCCC2)c1)Nc1cccc(F)c1
Assay by compound	9	10	11	12	13	14	15	16
GLP-1R agonist	1%	11%	2%	-1%	7%	46%	-9%	-3%
DRD3 antagonist	0	10	-5	6	3	7	-15	20
PLK1 PBD inh	-6%	-10%	3.8µM*	0%	-10%	-17%	-12%	-18%
IL2 activator	-0.9	-0.5	-4.1	-1.0	0.0	-0.1	-1.4	-2.2
GLP1R inv ag	2%	13%	14%	0%	-1%	129%[activator]	5%	1%&1%
WRN inhibitor	3%	0%	0%	1%	0%	5%	3%	-3%
PI5P4Ka inh	-4	1	?	.	2	0	.	0
HEK293 tox	1%	-9%	-6%	-20%	-7%	-6%	5%	-7%&-1%
DRD3 agonist	8	8	0	3	-7	2	-6	-14&5

17) CCOC(=O)CN(C(=O)CN1CCC(n2nnc3cc(C)ccc32)CC1)c1ccccc1
18) COc1ccc2nc(N3CCOCC3)cc(C)c2c1
19) Nc1nc(SCCN2C(=O)c3ccccc3C2=O)n[nH]1
20) CCOC(=O)CC1CCCCN1C(=O)c1ccc2nc(CCOC)oc2c1 (stereo unspecified)
21) Cc1cccnc1NC(=O)CSc1nnc(Cc2ccccc2)o1
22) CC(C)(C)OC(=O)N[C@@H](Cc1ccccc1)C(=O)NCC1CCC(C(=O)O)CC1 (stereo partly specified)
23) O=C(O)c1ccc(N=Cc2c(O)ccc3ccccc23)cc1
24) CC1(C)Cc2nc3oc4c(N(CCO)Cc5ccccc5)ncnc4c3cc2CO1
Assay by compound	17	18	19	20	21	22	23	24
GLP-1R agonist	6%	-1%	-11%	-5%	20%	-1%	0%	8%
DRD3 antagonist	-5	-11	2	12	-8	-11	-11	17
PLK1 PBD inh	0%	-4%	-1%	-1%	-4%	4%	-16%	-8%
IL2 activator	-0.6	-0.4	0.5	-2.8	-1.9	-0.2	-2.7	-1.3
GLP1R inv ag	?	1%	8%	18%	-1%	14%	11%	-28%
WRN inhibitor	-10%[57.1 µM]	-7%	5%	-3%	-2%	2%	-2%[11.6 µM]	1%
PI5P4Ka inh	3	.	-1	3	.	-7	5	-5
HEK293 tox	-18%	-3%	-12%	-4%	2%	3%	-16%	-7%
DRD3 agonist	-8	-3	1	-10	-4	-4	6	19

25) O=C(Nc1ccccc1)N(Cc1c[nH]c2ccccc12)C1CCCCCC1
26) CCOc1cc(CNCc2cccnc2)cc(Br)c1OCC(N)=O
27) Cn1nc(C(=O)N2CCc3ccccc3C2)c2ccccc2c1=O
28) CC(C)CC(N)c1csc(Nc2ccc(C(F)(F)F)cn2)n1 (stereo unspecified)
29) CC(=O)Nc1cccc(OCCCOc2cccc([N+](=O)[O-])c2)c1
30) COC(=O)c1cc(Br)ccc1NC(=O)Nc1ccccc1
31) COc1ccc(C(=O)NC(Cc2ccccc2)c2ccc3c(c2)OCCCO3)cc1 (stereo unspecified)
32) CCc1ccc(C2CC(c3cccc(Cl)c3)n3nc(N)nc3N2)cc1 (stereo unspecified)
Assay by compound	25	26	27	28	29	30	31	32
GLP-1R agonist	-2%	3%	-3%	-23%	22%	1%	0%	11%
DRD3 antagonist	.	10	30	6	1	17	-14	?
PLK1 PBD inh	.	-8%	-3%	-10%	4%	-4%	2%	-11%
IL2 activator	.	1.6	0.9	-0.1	-2.6	-0.3	-0.8	-3.3
GLP1R inv ag	?	-1%	9%	?	-11%	8%	0%	-22%
WRN inhibitor	.	-7%	-6%	-5%	1%	-3%	-16%	-11%
PI5P4Ka inh	.	2	-22	12	0	2	.	-1
HEK293 tox	-9%	-2%	-9%	-25%	-15%	10%	-6%	1%
DRD3 agonist	-7	-8	12	-5	7	-9	-4	-7

33) CC(CC(=O)O)CC(=O)Nc1ccc(Br)cc1 (stereo unspecified)
34) CCCCSc1n[nH]c(=S)c2nc[nH]c12
35) Cc1nnc(N/N=C/c2ccc(Br)cc2)n1N
36) CCCCCCCCCCCC1N=C(N)NC(CCCO)=C1C(=O)OC (stereo unspecified)
37) O=[N+]([O-])c1ccccc1C1Nc2cccc3cccc(c23)N1
38) CSc1ncnc2c1ncn2CCCNCc1cccc2ccccc12
39) CCc1ccc(NS(=O)(=O)c2ccc(OC)c3ncccc23)cc1
40) CC1(OC(=O)CCc2ccccc2)C(=O)C=C2C=C(c3ccc(C#N)cc3)N(Cc3ccccc3)C=C2C1=O (stereo unspecified)
Assay by compound	33	34	35	36	37	38	39	40
GLP-1R agonist	1%	3%	-6%	1%	-2%	-3%	13%	1%
DRD3 antagonist	5	?	4	5	-104*	-17	6	?
PLK1 PBD inh	-5%	?	-5%	-12%	-18%	-1%	-5%	?
IL2 activator	-0.5	-0.7	0.2	-4.8	3.2	-1.2	2.8	0.6
GLP1R inv ag	0%	-18%	?	?	138%[activator]	-9%	0%	?
WRN inhibitor	1%	-6%	19%	-5%	?	-3%	5%	-4%
PI5P4Ka inh	-3	-63*	-5	23	-3	0	-3	?
HEK293 tox	-5%	?	?	12%	?	-17%	-7%	3%
DRD3 agonist	3	-17	-5	2	-20	-11	5	-30

41) COc1cc(CNCc2ccc3c(c2)OCO3)c([N+](=O)[O-])cc1OC
42) C[C@H]1CC[C@]2(O[C@H](CCO)C[C@H](O)[C@H]2O)O1
43) COC(=O)[C@@H]1C(c2ccccc2)(c2ccccc2)[C@@]1(C)C(=O)OC
44) COc1cc(OC)cc(-c2c(-c3cccs3)c3cc(-c4cnc(OC)nc4)ccc3n2C)c1
45) O=C(CN1CCN(Cc2ccccc2)CC1)NC(=O)NCc1ccco1
Assay by compound	41	42	43	44	45
GLP-1R agonist	6%	-1%	-1%	6%	5%
DRD3 antagonist	0	5	-8	-11	-17
PLK1 PBD inh	2%	-1%	-11%	-11%	-16%
IL2 activator	-0.3	0.9	-0.7	-0.5	-2.3
GLP1R inv ag	0%	22%	?	2%	0%
WRN inhibitor	12%	2%	4%	6%	-3%[57.1 µM]
PI5P4Ka inh	4	-6	-11	2	-1
HEK293 tox	-17%	5%	-9%	-38%	11%
DRD3 agonist	-8	3	-7	-8	-3

Part of the list above in order of count of non-hydrogen atoms, descending:
44) COc1cc(OC)cc(-c2c(-c3cccs3)c3cc(-c4cnc(OC)nc4)ccc3n2C)c1
43) COC(=O)[C@@H]1C(c2ccccc2)(c2ccccc2)[C@@]1(C)C(=O)OC
42) C[C@H]1CC[C@]2(O[C@H](CCO)C[C@H](O)[C@H]2O)O1
Assay by compound	44	43	42
GLP-1R agonist	6%	-1%	-1%
DRD3 antagonist	-11	-8	5
PLK1 PBD inh	-11%	-11%	-1%
IL2 activator	-0.5	-0.7	0.9
GLP1R inv ag	2%	?	22%
WRN inhibitor	6%	4%	2%
PI5P4Ka inh	2	-11	-6
HEK293 tox	-38%	-9%	5%
DRD3 agonist	-8	-7	3

6 records picked at random from the list so far, as already listed:
17) CCOC(=O)CN(C(=O)CN1CCC(n2nnc3cc(C)ccc32)CC1)c1ccccc1
14) CNc1nc(Cl)nc(Nc2ccccc2)n1
15) CCCCNC(=O)CN1C(=O)C(CC)Oc2ccc(Cl)cc21 (stereo unspecified)
12) O=C(Oc1ccnc2cc(Cl)ccc12)N1CCOCC1
21) Cc1cccnc1NC(=O)CSc1nnc(Cc2ccccc2)o1
8) CCn1c(=O)n(CC)c2cc(S(=O)(=O)Nc3c(C)cccc3C)ccc21
Assay by compound	17	14	15	12	21	8
GLP-1R agonist	6%	46%	-9%	-1%	20%	-6%
DRD3 antagonist	-5	7	-15	6	-8	-3
PLK1 PBD inh	0%	-17%	-12%	0%	-4%	-15%
IL2 activator	-0.6	-0.1	-1.4	-1.0	-1.9	-3.7
GLP1R inv ag	?	129%[activator]	5%	0%	-1%	?
WRN inhibitor	-10%[57.1 µM]	5%	3%	1%	-2%	2%
PI5P4Ka inh	3	0	.	.	.	-15
HEK293 tox	-18%	-6%	5%	-20%	2%	-8%
DRD3 agonist	-8	2	-6	3	-4	-1

Compounds as they come; overall some 7.8% were active at least once.
